PHOSPHO1 inh – PHOSPHO1 (human) inhibition; Q8TCT1; recombinant PHOSPHO1, absorbance phosphatase assay; inhibition, % at 13.3 µM; 1.1% of 290,000 active; in the data active = inhibition above about 60%
Target sequence (Q8TCT1 whole entry, looked up): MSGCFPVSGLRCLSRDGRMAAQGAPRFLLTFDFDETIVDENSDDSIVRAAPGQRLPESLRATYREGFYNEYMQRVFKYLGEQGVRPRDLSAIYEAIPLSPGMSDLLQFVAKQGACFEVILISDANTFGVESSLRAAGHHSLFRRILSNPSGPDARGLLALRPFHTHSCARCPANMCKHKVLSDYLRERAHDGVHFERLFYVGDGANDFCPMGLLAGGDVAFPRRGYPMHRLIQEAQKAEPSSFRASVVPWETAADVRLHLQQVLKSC
V1aR counter – activates human V1a receptor in oxytocin agonist counter-screen; P37288; CHO-V1R cells, Fluo-8 calcium fluorescence, agonist mode; 0% DMSO, 100% 3 nM vasopressin; activation, % at 3 µM; 0.25% of 320,000 active;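 active = activation above the mean activation of all tested compounds plus 3 SD, per screening run, cut at about 20% in these data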;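 also: signal is peak over basal fluorescence ratio across a 100 second FLIPR read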
VIM-2 inhibitor – inhibitors of Pseudomonas aeruginosa VIM-2 metallo-beta-lactamase; purified VIM-2, nitrocefin hydrolysis, epi-absorbance fluorescence; inhibition, % at 5.6 µM; 0.89% of 290,000 active;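 active = inhibition above the mean of all tested compounds plus 3 SD, cutoff set per screening run, cut at about 7.5% in these data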;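 also: red hydrolysis product quenches plate fluorescence so inhibitors raise well fluorescence; 0% = enzyme with DMSO and 100% = DMSO without enzyme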
IMP-1 inh – blocks Pseudomonas aeruginosa IMP-1 metallo-beta-lactamase; 0.45% of 290,000 active; purified IMP-1, nitrocefin hydrolysis, epi-absorbance fluorescence; inhibition, % at 5.6 µM;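 active = inhibition above the mean plus 3 SD of all compounds in the same screening run, cut at about 4.5% in these data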;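 also: 0% = IMP-1 with DMSO and 100% = DMSO wells lacking enzyme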
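Test system: recombinant IMP-1 enzyme, purified / Medium: HEPES buffer pH 7.1 with ZnSO4 and Brij 35 / Doses: single dose, 5.6 µM / Times: 25 °C, 15 min preincubation, 25 min reaction / Detection: Epi-absorbance via hydrolysed-nitrocefin quenching of white-plate fluorescence, 480/530 nm, EDTA stop / Evaluation: percent inhibition from optical density relative to buffer-blank wells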
OXTR agonist – activates the human oxytocin receptor | P30559 | CHO-OTR cells, Fluo-8 calcium fluorescence; normalized: DMSO 0%, oxytocin 100% | activation, % at 3 µM | 0.32% of 320,000 active;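 active = activation above the mean of all tested compounds plus 3 SD, cutoff set per screening run, cut at about 20% in these data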;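 also: peak over basal fluorescence ratio from a 100 s FLIPR kinetic read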
Target sequence (P30559 whole entry, looked up): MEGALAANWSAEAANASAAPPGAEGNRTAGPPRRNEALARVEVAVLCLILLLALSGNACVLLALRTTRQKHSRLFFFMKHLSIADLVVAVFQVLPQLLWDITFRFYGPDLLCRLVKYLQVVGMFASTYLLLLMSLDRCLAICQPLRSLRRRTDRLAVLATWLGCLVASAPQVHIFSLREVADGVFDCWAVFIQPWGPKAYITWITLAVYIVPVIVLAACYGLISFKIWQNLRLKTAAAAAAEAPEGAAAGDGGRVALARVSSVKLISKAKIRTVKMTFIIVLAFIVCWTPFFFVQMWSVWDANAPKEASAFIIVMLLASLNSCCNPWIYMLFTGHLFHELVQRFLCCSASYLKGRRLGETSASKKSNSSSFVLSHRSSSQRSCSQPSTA
DNA FID counter – displaces DNA intercalator in HCV helicase counter-screen. inhibition, % at 7.9 µM. DNA fluorescent intercalator displacement, fluorescence. 0.17% of 290,000 active. AID 1845; in the data active = inhibition above about 37%;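 also: 0% = vehicle and 100% = reference compound; higher means more ethidium bromide displaced from hairpin DNA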
GalR3 antagonist – blocks the human galanin receptor 3. O60755. HEK293 GalR3-CNG cAMP membrane potential fluorescence; galR3 body fused to GalR1 C-terminus. inhibition, % at 3 µM. 0.44% of 360,000 active. AID 651719;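 active = inhibition above the screen-wide average plus 3 SD, cut at about 13% in these data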;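 also: forskolin and galanin both at EC90 stimulate the cells; cAMP rise reported by CNG channel membrane potential dye signal; 0% = forskolin plus galanin with DMSO and 100% = forskolin alone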
NS3 helicase inh – inhibitors of Hepatitis C virus NS3 helicase; NS3 helicase DNA unwinding, Cy5 molecular beacon fluorescence; inhibition, % at 10.9 µM; 0.56% of 290,000 active;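 active = inhibition above the mean of all tested compounds plus 3 SD, set per campaign, cut at about 35% in these data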;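 also: 0% = DMSO wells and 100% = thioflavine S control wells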
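Compound dosing – single dose, 10.9 µM nominal final, DMSO 0.8% final · System – NS3 helicase fragment of HCV · Buffer or medium – MOPS pH 6.5, MgCl2, DTT, Tween20, BSA · Signal – Cy5 beacon fluorescence read at start and 1 h · Also added – annealed dual-labelled DNA beacon duplex, ATP-started · Schedule – 1 h at 25 °C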
GPR7 antag – antagonists of human GPR7 (neuropeptides B/W receptor 1); AID 1861; P48145; inhibition, % at 4.4 µM; 1.1% of 290,000 active; GPR7-expressing cells, fluorescence antagonist assay; in the data active = inhibition above about 16%, passing the limit was not always enough;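 also: cells stimulated with the agonist NPW; 0% = agonist with vehicle and 100% = vehicle without agonist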
* hit, by the source's call; nt = not tested or not shown.

nr	smiles	VIM-2 inhibitor	V1aR counter	OXTR agonist	NS3 helicase inh	GalR3 antagonist
1	COc1ccc(-n2c(SCC(=O)Nc3cc(C)on3)nc3ccccc3c2=O)cc1Cl	-1.3	0.3	-0.5	5	11
2	Cc1ccc(CSc2nn3c(=O)c(C)nnc3s2)cc1	-4.7	-0.3	-0.5	2	-9
3	NC(=O)NC(CC(=O)NCCc1ccccn1)c1ccccc1Cl (stereo unspecified)	-0.1	0.2	0.2	6	-12
4	O=C(COC(=O)c1nc(Cl)ccc1Cl)c1ccc(Cl)s1	-0.5	-1.8	-2.3	5	-1
5	Cc1ccc(C(C(=O)NC2CCCCC2)N(C(=O)Cc2c[nH]c3ccccc23)c2ccccc2)o1 (stereo unspecified)	-0.6	0.0	-2.4	4	-3
6	O=[n+]1cc(-c2ccc(Cl)cc2)n([O-])c2c1CCC2	-1.3	0.9	-0.3	3	-4
7	CCC(NC(=S)NC1CCCCC1)c1ccc(C(C)C)cc1 (stereo unspecified)	-7.1	nt	nt	-6	-3
8	CCCC1(c2ccccc2)NC(=O)N(CC(=O)Nc2sc(-c3ccccc3)cc2C(=O)OCC)C1=O (stereo unspecified)	-5.3	-0.1	0.8	2	-5
9	Cc1ccc2nc3c(c(Nc4ccc(O)cc4)c2c1)CCC3	19*	0.1	-1.1	1	-12
10	CN(Cc1cccc2cnccc12)C(=O)c1cc(COc2ccc(F)cc2F)on1	-2.6	nt	nt	-2	-3

nr	DNA FID counter	GPR7 antag	PHOSPHO1 inh	IMP-1 inh
1	-1	-3	45	-2.4
2	-5	3	-6	-1.3
3	-1	-7	31	1.8
4	-1	3	-4	-2.1
5	-21	-5	-1	-1.9
6	-2	-4	12	-2.9
7	-34	-6	38	-3.1
8	-1	1	-14	-2.2
9	-1	26	30	-3.6
10	-20	-6	nt	-2.2

Next section
nr	smiles	VIM-2 inhibitor	V1aR counter	OXTR agonist	NS3 helicase inh	GalR3 antagonist
11	CCN(CC)S(=O)(=O)c1cccc(C(=O)Oc2cccc(NC(=O)c3cccs3)c2)c1	-1.9	5.3	2.6	-21	2
12	CC(=O)N(Cc1cccnc1)Cc1cc2ccc(C)cc2[nH]c1=O	-0.2	2.8	0.1	8	-1
13	COc1cccc(/C=N/n2c(-c3ccco3)nc3ccccc3c2=O)c1	-3.0	-0.5	-1.6	2	-1
14	Cn1cc(CCCC(=O)NCc2ccc(F)cc2)c2ccccc21	-1.0	nt	nt	1	-11
15	COc1ccc(C2CC(C(F)(F)F)n3ncc(C(=O)Nc4cccc(O)c4)c3N2)cc1OC (stereo unspecified)	-0.1	2.3	-0.9	-21	-2
16	COc1cccc(NC(=S)NC2CC3CCCC(C2)N3CC(C)C)c1 (stereo unspecified)	-2.4	-0.6	0.4	-4	-8
17	CN(CC(=O)Nc1cccnc1)S(=O)(=O)c1cc(Cl)ccc1Cl	-0.6	0.3	1.4	0	nt
18	CC(C)(C)[C@H]1C=C(C(=O)N2CCOCC2)O[C@@H](OCc2ccc(CO)cc2)C1	-0.3	0.4	-0.7	4	0
19	Cc1ccc(C2/C(=C(\O)c3ccc4c(c3)OCCO4)C(=O)C(=O)N2CC2CCCO2)cc1 (stereo unspecified)	-2.1	nt	nt	15	-1
20	CCCN(CCC)C(=O)Cn1c(=O)n(CCC(=O)NCCc2ccccc2)c(=O)c2ccccc21	-4.8	0.0	-0.3	4	-3

nr	DNA FID counter	GPR7 antag	PHOSPHO1 inh	IMP-1 inh
11	-15	5	-5	-1.2
12	-7	-6	-16	-0.4
13	-2	-7	-8	-2.9
14	-24	2	35	-3.9
15	-10	-6	22	1.1
16	11	-17	1	-2.6
17	-9	-7	-10	-4.8
18	-31	6	44	-1.2
19	-64	-6	22	-1.0
20	-8	-5	1	-3.3

(listing goes on)
nr	smiles	VIM-2 inhibitor	V1aR counter	OXTR agonist	NS3 helicase inh	GalR3 antagonist
21	Cc1ccc(CNC(=O)CSc2nc3c(sc4ccccc43)c(=O)n2CCCN2CCCC2)cc1	0.9	-0.9	0.1	-45	-5
22	Cc1ccc2cc(CN(CCO)Cc3nnnn3Cc3ccc(F)cc3)c(=O)[nH]c2c1	-0.6	0.1	-0.5	7	-1
23	O=C(/C(=C/O)N=Nc1ccccc1)c1ccc(Cl)cc1	-0.8	-1.1	-1.2	26	1
24	COc1ccc(NC(=O)n2ncc3c(C)cccc32)cc1	-0.4	-0.4	-1.7	-19	-7
25	CCO[C@@H]1OC(C(=O)N2CCOCC2)=C[C@H](c2cn(C(C)=O)c3ccccc23)[C@H]1CCCO	-1.3	1.1	1.5	1	-5
26	CN(C)c1nc(NS(=O)(=O)c2ccc(Cl)cc2)nc(N(C)C)n1	-1.3	-0.2	0.3	2	-7
27	CCOC(=O)c1ccc(NC(=O)c2sc3nc(N4CCOCC4)c4c(c3c2N)CCCC4)cc1	-1.2	0.9	-0.7	-2	-1
28	O=C(Cn1c(=O)n(CC2CCCO2)c(=O)c2ccccc21)c1ccc(Cl)c(Cl)c1 (stereo unspecified)	-0.8	-0.2	-0.8	-9	-1

nr	DNA FID counter	GPR7 antag	PHOSPHO1 inh	IMP-1 inh
21	9	-8	16	-1.9
22	-22	5	16	-0.5
23	-16	-7	24	-3.0
24	-7	23	13	-0.6
25	-29	-2	-4	-1.3
26	-23	-8	-23	-2.5
27	-41	-14	33	-0.4
28	-4	-6	-15	-1.2

Among those listed so far, 5 have an aryl methoxy group:
nr	smiles	VIM-2 inhibitor	V1aR counter	OXTR agonist	NS3 helicase inh	GalR3 antagonist
1	COc1ccc(-n2c(SCC(=O)Nc3cc(C)on3)nc3ccccc3c2=O)cc1Cl	-1.3	0.3	-0.5	5	11
13	COc1cccc(/C=N/n2c(-c3ccco3)nc3ccccc3c2=O)c1	-3.0	-0.5	-1.6	2	-1
15	COc1ccc(C2CC(C(F)(F)F)n3ncc(C(=O)Nc4cccc(O)c4)c3N2)cc1OC (stereo unspecified)	-0.1	2.3	-0.9	-21	-2
16	COc1cccc(NC(=S)NC2CC3CCCC(C2)N3CC(C)C)c1 (stereo unspecified)	-2.4	-0.6	0.4	-4	-8
24	COc1ccc(NC(=O)n2ncc3c(C)cccc32)cc1	-0.4	-0.4	-1.7	-19	-7

nr	DNA FID counter	GPR7 antag	PHOSPHO1 inh	IMP-1 inh
1	-1	-3	45	-2.4
13	-2	-7	-8	-2.9
15	-10	-6	22	1.1
16	11	-17	1	-2.6
24	-7	23	13	-0.6

Screens (PubChem BioAssay)

Not a hit list, and some 4.3% of all compounds hit somewhere here.
